WT yeast gro inh: growth inhibition of WT strain, primary screen, mitochondrial fusion inhibitor project, WT and mutant strains, chemical genetic. 190,000 tested, 2.1% active. inhibition, % at 10 µM. mitochondrial fusion phenotypic screen. AID 1362, 2008; in the data active = inhibition above about 58%; tested in S. cerevisiae
Lipid droplet: inhibitors of hepatocyte lipid droplet formation, primary screen, imaging, high-throughput imaging, BODIPY stain; AML12 mouse hepatocytes, oleate lipid droplets; inhibition, % at 6.5 µM; 240,000 tested, 0.4% active; AID 1656, 2009;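 active = lipid droplet intensity inhibited by at least 50%, with more than 500 cells counted; inconclusive = wells with under 300 cells, treated as cytotoxic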
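System: AML12 hepatocytes (mouse). Probe or stimulus: oleic acid at 100 µM to induce lipid droplet formation. Times: overnight treatment with compound plus oleate. Detection: Image-based BODIPY and DAPI two-channel analysis. Evaluation: percent inhibition of filter-corrected integrated lipid droplet intensity per well.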
Insulin prom up: insulin promoter activators in MIN6 cells, imaging, high-content screening, mouse beta cells; MIN6 insulin promoter-GFP reporter; hits give high values; z-score at 5 µM; 190,000 tested, 0.3% active;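 active = z-score above 3 at 5 µM with at least 500 cells counted in the well; inconclusive = wells under 500 cells, flagged as cytotoxic or low count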
Autophagy HCS: autophagy modulators in MEF cells, primary screen, imaging, high-content, MEF GFP-LC3; MEF GFP-LC3 puncta imaging; test concentration mostly 10 µM; calls only at 10 µM (by protocol); 190,000 tested, 0.98% active; AID 463193, 2010;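 active = percentage of spot-positive cells more than 3 SD above its plate mean, without a fluorescence outlier flag or 80% toxicity; inconclusive = no clear call, values can overlap the other calls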;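 also: spot-positive cell cutoff set from DMSO-treated cells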
b-catenin transl: modulators of beta-catenin nuclear translocation, primary screen, imaging, HeLa cells, immunofluorescence, high-content | AID 1665, 2009 | nuclear translocation activity, % at 5 µM | 190,000 tested, 0.3% active;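 active = nuclear translocation activity above 50% at 5 µM, with a well cell count of 50 or more; inconclusive = wells under 50 cells across six images, flagged as toxic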;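 also: per-cell ratio of nuclear to cytoplasmic median beta-catenin stain intensity; plate controls were DMSO negative control for no effect and GSK-3 inhibitor IX positive control for full effect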
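Test system: human HeLa cell line; Doses: 5 µM primary, 0.02–20 µM confirmation; Incubation: 24 h compound exposure, 37°C; Detection: beta-catenin immunofluorescence imaging with DAPI; Read-out: beta-catenin nuclear/cytoplasmic ratio, % activation.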
West Nile virus CPE: West Nile virus antiviral activity, cell-based, CPE readout (AID 1621); West Nile virus-infected cells, CPE inhibition; higher % means a stronger effect; CPE inhibition, % at 10 µM; hits with a dose series show IC50 in µM; 290,000 tested, 0.02% active; in the data active = a potency from the dose series; inconclusive = CPE inhibition mostly from about 3.7% at the one dose, without a potency; inactive = the rest, 99 in 100 with CPE inhibition below about 2.2%; also: strong numbers were not always called active
Myeloid diff MLP: induction of myeloid progenitor differentiation, primary screen, cell-based, flow cytometry, MLPCN library. calls only at 10 µM. AID 624256, 2012. ER-HoxA9 myeloid progenitors, lysozyme-GFP differentiation. 360,000 tested, 1% active;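 active = normalized GFP-positive differentiation at or above the plate's own cutoff, the solvent-only control mean plus 3 SD; inconclusive = no clear call, values can overlap the other calls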;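 also: cells exposed to compound for four days before flow analysis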
T cell HTS: modulators of CD8 T cell-vesicle binding, primary screen, mouse 2C CD8+ T cells, flow cytometry; 2C CD8+ T cell-vesicle binding; hits give low values; calls only at 7 µM; 330,000 tested, 0.068% active; AID 2052, 2009;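 active = response, share of CD8 T cells binding vesicles, and their 90th percentile fluorescence all below set limits, cut at about 80% in these data, passing the limit was not always enough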
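Material: murine 2C transgenic CD8+ T lymphocytes / Also added: QL9-peptide-loaded Drosophila micro-vesicles bearing Ld, ICAM-1 and B7-1 / Schedule: binding step 1.5 h, 37 °C, antibody labelling 20 min, ice / Signal: flow cytometry, PE anti-B7-1 (FL2) versus Alexa647 anti-CD8 (FL8), PFA-fixed / Evaluation: percent CD8+ FL2 mean versus row control / Benchmarks: naked versus QL9-loaded vesicles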
MT stabilizer: microtubule stabilizers in HeLa cells, primary screen, imaging, high-content imaging; 200,000 tested, 0.83% active; HeLa tubulin immunostaining HCS, 24 h; share of cells brighter than vehicle mean+2SD; % tubulin-high responders, % at 10 µM;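 active = plate Z-score above 3 for both tubulin-high and condensed-nucleus cell shares, with cell loss under 80%, at 10 µM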;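 also: anti alpha tubulin signal scored within the nucleus-defined area of each cell; some results filed as inactive read as strong as hits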
WT yeast gro inh mutant strain: second read-out of WT yeast gro inh, no call of its own (marks repeat the call); inhibition, %; mitochondrial fusion phenotypic screen, mutant strain inhibition
Insulin prom up cell count: second read-out of Insulin prom up, no call of its own (marks repeat the call); cell count; measured here: cytotoxicity, nuclei count;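 total cells summed across four imaged fields per well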
Lipid droplet cells 6.5 µM: also measured in Lipid droplet; calls as there; cell count; measured here: cell count, cytotoxicity flag;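 cells counted across two imaged fields per well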
b-catenin transl cell count 5 µM: further read-out of b-catenin transl, marked with its call; cell count; measured here: cell count, cytotoxicity flag
T cell HTS vesicle-bound %: also measured in T cell HTS; calls as there; double positive events, %; measured here: CD8+ vesicle-bound cell fraction;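 binding gate set so that unloaded-vesicle control wells show 10% double positive cells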
MT stabilizer Hoechst-high %: recorded beside MT stabilizer, whose call it bears; % Hoechst-high responders; measured here: nuclear condensation Hoechst responders;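 share of cells brighter than vehicle mean plus two SD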
MT stabilizer cytotoxicity %: also measured in MT stabilizer; calls as there; toxicity, %; measured here: cytotoxicity by cell density;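 0% = mean cell density of plate MIN control wells and 100% = no cells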
Autophagy HCS cell loss 18 h: recorded beside Autophagy HCS, whose call it bears; toxicity, %; measured here: cell loss, nuclei count;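 cell loss after 18 h compound exposure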
Myeloid diff MLP GFP+ MAC1+ %: further read-out of Myeloid diff MLP, marked with its call; GFP+ MAC1+ double positive, %; measured here: differentiation confirmed by MAC1 staining
* hit, by the source's call; i = inactive; ? = inconclusive; nt = no result given; + = active, no number.

Below each compound – Myeloid diff MLP	Autophagy HCS	Insulin prom up	T cell HTS vesicle-bound %	WT yeast gro inh	MT stabilizer Hoechst-high %	T cell HTS	Myeloid diff MLP GFP+ MAC1+ %	Lipid droplet cells 6.5 µM	b-catenin transl	MT stabilizer cytotoxicity %	West Nile virus CPE	Insulin prom up cell count	MT stabilizer	WT yeast gro inh mutant strain	b-catenin transl cell count 5 µM	Autophagy HCS cell loss 18 h	Lipid droplet
> Cc1cccc(N2CCN(C(=O)c3ccccn3)CC2C)c1 (stereo not drawn)
→ i	i	0.14	38	-3	1.7	i	0.0	689	-1.4	7.2	0.1%	1218	2.8	-13	1124	5	15
> NC(=S)Cc1nc(-c2ccccc2)cs1
→ i	i	-0.18	42	25	2.3	i	0.4	736	0.4	4.5	-1.1%	1255	4.3	5	958	-8	7
> O=C(O)CSc1nc2c(cnn2-c2ccccc2)c(=O)n1-c1ccc(Br)cc1
→ i	i	-0.36	33	11	3.8	i	0.5	729	nt	1.1	-0.7%	1174	3.5	20	nt	9	25
> Cc1cc(S(=O)(=O)N2CCOCC2)ccc1OCC(=O)NCCCn1ccnc1
→ i	nt	nt	36	nt	nt	i	0.4	785	nt	nt	0.0%	nt	nt	nt	nt	nt	-4
> c1ccc(-c2ccccc2OCCOCCN2CCOCC2)cc1
→ i	nt	nt	45	nt	nt	i	0.4	851	nt	nt	0.3%	nt	nt	nt	nt	nt	-4
> O=C(CCC(=O)N1CCCCCC1)Nc1ccc([N+](=O)[O-])cc1
→ i	nt	nt	7	nt	nt	i	6.1	810	nt	nt	-0.3%	nt	nt	nt	nt	nt	11
> CCC(=O)N1c2ccc(S(=O)(=O)CCC(=O)NCc3cccs3)cc2CC1C (stereo not drawn)
→ i	i	2	49	-4	3.5	i	0.5	763	nt	24	-0.5%	737	15	-15	nt	-5	6
> CC1Sc2ccc(S(=O)(=O)NCc3ccccc3)cc2NC1=O (stereo not drawn)
→ i	nt	nt	52	nt	nt	i	1.6	713	nt	nt	0.6%	nt	nt	nt	nt	nt	2
> CCC(C)NCC(=O)Nc1ccc(-c2nc3cc(NC(=O)CNC(C)CC)ccc3o2)cc1 (stereo not drawn)
→ +	i	-4.8	50	2	2.3	i	1.1*	678	-6.0	41	?	898	61	-10	1164	-12	2
> CCOC(=O)c1[nH]c(C)c(C)c1C
→ i	i	-0.44	63	-17	1.5	i	1.1	nt	0.3	11	0.1%	1455	4.6	5	1482	-8	nt
> COc1ccc2[nH]c3c(NCCCN4CCCC4=O)ncnc3c2c1
→ i	i	-0.48	10	21	1.0	i	9.8	nt	1.1	5.3	0.9%	1488	3.0	44	1351	4	nt
> COc1ccc(S(=O)(=O)Nc2cc(C)on2)cc1
→ i	nt	nt	46	nt	nt	i	1.2	802	nt	nt	-0.4%	nt	nt	nt	nt	nt	24
> CCOc1ccc2nc(NC(=S)NCc3ccccc3)sc2c1
→ i	i	-1	32	2	0.9	i	0.8	767	-3.3	7.3	?	959	0.9	14	1222	-13	-2
> O=C(NNc1ccc([N+](=O)[O-])cc1)c1ccccc1F
→ i	i	0.52	nt	7	1.6	nt	0.5	633	0.5	8.6	0.2%	1395	2.2	33	1496	-2	-4
> CCOC(=O)c1sc2nc(N3CCOCC3)c3c(c2c1N)CCN(C)C3
→ nt	i	-0.16	nt	35	1.8	nt	nt	697	nt	6.9	-0.1%	1265	4.4	15	nt	0	-2
> CC1CCCCN1S(=O)(=O)c1ccc(NC(=O)CSc2nnnn2C)cc1 (stereo not drawn)
→ i	i	1.1	50	10	2.3	i	0.4	nt	-3.6	4.1	0.1%	1007	4.0	23	1148	9	nt
> Cc1ccc(C)c(S(=O)(=O)N2CCCOC2CNC(=O)C(=O)NCc2ccccc2)c1 (stereo not drawn)
→ i	nt	nt	9	nt	nt	i	0.5	663	nt	nt	-0.9%	nt	nt	nt	nt	nt	-8
> CC1(C)Oc2ccc3ccc(=O)oc3c2/C(=C/Nc2ccc(O)cc2)C1=O
→ i	i	nt	51	8	1.9	i	0.5	702*	-0.8	6.0	1.4%	nt	2.4	15	978	2	56*
> CCOC(=O)C(NC(=O)NC1CCCCC1)(c1ccccc1)C(F)(F)F (stereo not drawn)
→ i	i	-0.19	43	-7	0.4	i	9.1	762	-3.7	48	-1.2%	874	42	-3	1129	-2	-22
> O=C(Nc1ccc(N2CCOCC2)c2nonc12)C1CCCC1
→ i	i	nt	18	9	1.9	i	0.4	802	-1.5	7.5	0.2%	nt	2.5	20	1026	3	1
> CN(C(=O)c1ccccn1)c1nnc(-c2cccnc2)s1
→ i	i	nt	51	-8	3.3	i	1.2	806	-0.8	12	0.3%	nt	2.3	5	476	-7	11
> CC1(C)C(C=C(Cl)Cl)C1C(=O)N/N=C/c1ccccc1F (stereo not drawn)
→ i	nt	nt	62	nt	nt	i	0.7	826	nt	nt	-0.5%	nt	nt	nt	nt	nt	-26
> Cc1ccc(-n2ncc3c(NNC(=O)c4ccco4)ncnc32)cc1C
→ i	nt	nt	33	nt	nt	i	1.4	810	nt	nt	0.0%	nt	nt	nt	nt	nt	7
> O=C(CSc1nnc(SCc2ccc(F)cc2)s1)Nc1ccc(C(=O)O)cc1
→ i	nt	-0.68	15	nt	nt	i	0.3	698	-1.0	nt	-0.4%	1069	nt	nt	1305	nt	2
> CCOc1ccccc1NC(=O)CN(c1nccs1)S(=O)(=O)c1ccc(N)cc1
→ i	i	1.4	48	1	4.1	i	0.8	nt	-1.8	7.8	0.4%	1451	6.7	-14	798	25	nt
> Cc1ccccc1OCc1nc(-c2ccc(NC(=O)c3ccco3)cc2)no1
→ i	i	-0.52	49	35	2.7	i	1.2	737	-1.5	6.3	-0.5%	889	2.3	8	1178	-7	-7
> CS(=O)(=O)N(Cc1nnc(-c2cccs2)o1)c1ccc(Cl)cc1F
→ i	i	1.8	42	-8	2.2	i	0.2	nt	-0.6	8.8	-1.0%	830	6.6	0	1170	1	nt
> COc1ccc(NC(=O)c2cccc([N+](=O)[O-])c2)cc1
→ i	i	0.22	52	18	1.4	i	0.1	727	-0.1	1.4	-0.8%	1131	1.4	5	1079	11	0
> Cc1cc(C)c2c(=O)[nH]c(SCc3ccccc3)nc2n1
→ i	i	-0.27	46	-14	1.3	i	0.1	755	-0.1	5.5	-0.7%	1375	0.9	-7	965	1	-8
> Cc1nn(C)c(C)c1CCC(=O)N1CCCC(N2CCN(c3ccc(F)cc3)CC2)C1 (stereo not drawn)
→ i	nt	nt	30	nt	nt	i	0.7	830	nt	nt	-1.1%	nt	nt	nt	nt	nt	-1
> O=C1CC(c2cccs2)c2ccc3ccccc3c2N1 (stereo not drawn)
→ i	i	-0.31	46	1	2.4	i	0.4	704	0.9	3.3	-1.1%	1329	1.7	1	1084	7	23
> O=C(Nc1ccon1)c1ccc(Cl)s1
→ i	i	-0.11	49	-11	0.2	i	1.0	644	0.0	24	-0.1%	1373	0.5	8	1076	1	2
> CN(C)Cc1nc2c(c(=O)[nH]1)C(C)(C)Cc1ccccc1-2
→ i	i	0.7	52	9	2.8	i	0.2	732	-8.1	2.4	0.1%	731	3.5	6	1454	-28	6
> COc1cccc(CNc2ccc(S(N)(=O)=O)cc2)c1OC
→ i	i	-0.41	64	11	1.4	i	1.3	778	-1.1	1.9	-1.2%	1291	2.6	-14	1149	0	-3
